Cl transport mod: KCC2 (human) Cl- transport modulation. 190,000 compounds, 2.2% hits. KCC2 cells, thallium flux FluoZin-2 fluorescence. AID 1456. B-score of Tl+ flux slope (higher = more flux/activation; lower = inhibition) at 10 µM. Q9H2X9;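 active = thallium flux slope and its plate-corrected score both differing from the plate sample mean at a set confidence after two filtering rounds, in either direction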;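 also: slope of fluorescence scaled to starting intensity during 10 to 20 s after thallium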
Rad51 HR inh: blocks human Rad51 in homologous recombination | AID 1385 | Q06609 | 200,000 compounds, 0.085% hits | inhibition, % at 10 µM | hRad51 DNA strand exchange, fluorescence dequenching;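 active = inhibition above 40% at the single screening dose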;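 also: 0% = DMSO control wells and 100% = blanks with heterologous ssDNA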
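Assay system: Human Rad51 nucleoprotein filaments preassembled on unlabelled ssDNA | Reagent: Donor/quencher-labelled 47-bp dsDNA substrate | Doses: One concentration, 10 µM final | Times: 37 °C 15-min filament assembly, 30-min compound preincubation, 15-min exchange | Technique: Fluorescein emission 520 nm, excitation 485 nm | Benchmarks: Plate control and blank wells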
eIF4E 4G PPI: blocks eIF4E binding to eIF4G; P63073+Q04637; TR-FRET eIF4E-eIF4GI(517-606) binding, 2 h; inhibition, % at 21.7 µM; 220,000 compounds, 0.37% hits; AID 782;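 active = inhibition above about 30%, limit read from the data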;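 also: 0% = full FRET control wells and 100% = background wells lacking eIF4GI fragment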
TNF necrop inh: TNF-alpha cell death inhibition in Jurkat FADD-/- cells; activation (protection from cell death), % at 10 µM; AID 463075; Jurkat FADD-/- TNF necroptosis rescue, ATP luminescence, 24 h; 0 = TNF only, 100 = no-TNF cells; 220,000 compounds, 0.068% hits;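 active = activation, meaning protection from cell death, of at least 50% relative to plate controls; inactive = activation below 50%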;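 also: necroptosis triggered by 40 ng/mL TNF-alpha added together with compound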
EBV gp42 block: EBV gp42 inhibition; inhibition, % (tested at 21.74 µM); 220,000 compounds, 0.42% hits; Q1HVG2; Fluorescence polarization binding assay, mP read-out; in the data active = inhibition above about 50%
Target sequence (Q1HVG2 whole entry, looked up): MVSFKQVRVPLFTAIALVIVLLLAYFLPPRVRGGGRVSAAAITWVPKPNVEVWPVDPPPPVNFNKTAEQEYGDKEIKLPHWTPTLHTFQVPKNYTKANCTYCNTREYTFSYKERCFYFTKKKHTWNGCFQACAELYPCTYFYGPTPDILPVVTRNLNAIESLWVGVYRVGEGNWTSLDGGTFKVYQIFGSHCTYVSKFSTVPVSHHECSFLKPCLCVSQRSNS
m-calpain inh: calpain II (pig) inhibition; purified calpain II, fluorogenic peptide substrate, 30 min; inhibition, % at 16 µM; 220,000 compounds, 0.37% hits; AID 1236;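 active = inhibition above about 50%, limit read from the data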
PERK inhibitor: inhibitors of human PERK kinase; Q9NZJ5; CHO PERK-DD fusion, SEAP luminescence translation reporter; inhibition, % at 5.6 µM; 220,000 compounds, 0.17% hits; AID 1416;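 active = inhibition above the mean inhibition of all tested compounds plus 3 SD, set separately per screening campaign, cut at about 2.9% in these data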;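 also: PERK kinase domain activated by AP20187 dimerizer at 100 nM; 0% = DMSO with dimerizer and 100% = rapamycin at 8.4 µM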
L929 necroptosis: blocks zVAD induced death of L929 cells. L929 zVAD necroptosis rescue, ATP luminescence, 24 h; with zVAD 60 µM. viability rescue, % at 10 µM. 220,000 compounds, 0.38% hits. AID 1377;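 active = activation, scaled between plate controls, above about 75%, limit read from the data; inactive = activation under that limit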;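 also: 0% = zVAD with DMSO and 100% = DMSO alone without zVAD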
MDM2 E3 inh: blocks human Mdm2 ubiquitin ligase activity | Q00987 | cell-based MDM2 ubiquitination luciferase reporter, 2 h; 0 = plate control, 100 = twice control, blank-subtracted | signal enhancement, % at 5 µM | 210,000 compounds, 0.11% hits;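 active = signal enhancement of 30% or more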;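 also: luminescence tracks abundance of the self-degrading MDM2-luciferase fusion protein; higher signal means inhibition of MDM2 E3 ligase activity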
Target sequence (Q00987 whole entry, looked up, the tested form may be a part): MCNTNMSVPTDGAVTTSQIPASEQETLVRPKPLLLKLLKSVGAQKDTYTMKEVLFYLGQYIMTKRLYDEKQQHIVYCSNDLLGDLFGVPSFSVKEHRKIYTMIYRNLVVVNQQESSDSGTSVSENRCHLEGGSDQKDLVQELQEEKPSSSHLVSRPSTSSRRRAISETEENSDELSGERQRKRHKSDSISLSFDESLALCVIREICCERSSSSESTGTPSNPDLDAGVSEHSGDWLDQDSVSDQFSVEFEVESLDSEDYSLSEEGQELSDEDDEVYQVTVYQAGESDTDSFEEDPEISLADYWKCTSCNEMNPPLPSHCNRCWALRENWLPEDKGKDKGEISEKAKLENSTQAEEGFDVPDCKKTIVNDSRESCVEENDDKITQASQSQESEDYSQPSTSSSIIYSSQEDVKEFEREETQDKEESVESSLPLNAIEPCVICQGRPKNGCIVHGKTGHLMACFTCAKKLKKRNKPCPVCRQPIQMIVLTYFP
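Material: stable MDM2–luciferase fusion reporter cells / Quantity: 2000 cells/well / Dosing: single 5 µM compound dose, 0.2% final DMSO / Buffer or medium: DMEM / Schedule: 4 h cell settling then 2 h compound exposure, 37 °C / Detection: luminescence with SteadyLite reagent, 15 min at room temperature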
An asterisk follows results filed as active; i = inactive; . = not tested or not shown; [ ] = another dose, or the depositor's remark.

nr	mol	Cl transport mod	Rad51 HR inh	eIF4E 4G PPI	TNF necrop inh	EBV gp42 block	m-calpain inh	PERK inhibitor	L929 necroptosis	MDM2 E3 inh
1	CCOC(=O)c1cnn(-c2cc(Oc3cccc(C)c3)ncn2)c1N	-0.33	-6	12	-2.5	-10	0	0.4	-0.8	3
2	O=C(NCCN1CCN(c2cccc(Cl)c2)CC1)c1ccc(CSc2nc3ccncc3[nH]2)cc1	-1.9	-10	0	1.6	11	35	-0.4	-0.9	-10
3	COc1cc(C(=O)Nc2cccc(-c3nnc(-c4ccco4)o3)c2)ccc1OC(C)=O	-0.37	16	-1	-4.8	11	40	0.0	1.7	-6
4	CCOc1ccc2c(c1)[N+](C)(C)C(C)(C)C=C2C	0.2	9	5	1.9	-15	-8	0.2	0.5	-3
5	CCOC(=O)C1=C(C)Nc2nc(SC)nn2C1c1ccc(C(=O)OC)cc1 (configuration not stated)	.	-3	-9	1.6	-30	-29	0.1	1.0	-18
6	O=C(Nc1ccccc1)c1cnc2n(c1=O)CCS2	1.2	-2	2	1.2	-2	-2	0.6	0.6	-19
7	COC(=O)C1=C(Nc2ccccc2NS(=O)(=O)c2ccc(C(F)(F)F)cc2Cl)CSC1	5.5*	14	5	-1.2	-9	1	0.7	-0.4	-15
8	Nc1cccc(S(=O)(=O)NC2=NCCC2)c1	-0.13	6	0	2.1	-2	13	0.2	0.4	-23
9	COc1ccccc1N1CCSC1C(N)=O (configuration not stated)	.	0	-3	0.3	14	1	1.0	0.8	-7
10	COc1ccc(-n2c(SCC(=O)Nc3ccccc3)nnc2-c2ccc(NS(=O)(=O)c3ccc(C)cc3)cc2)cc1	0.22	-5	-40[fluorescence artefact?]	-1.3	-18	12	0.7	0.8	5
11	Cc1ccsc1/C=N/NC(=O)C1CC(=O)N(c2ccc(F)cc2)C1 (configuration not stated)	-0.14	.	-1	1.4	-11	-7	1.2	-0.5	-7
12	O=C(Nc1ccccc1)N1CCNCC1	0.54	7	-1	6.3	-6	-4	1.7	0.7	-11
13	O=C(Cc1ccccc1)N/N=C/c1ccccc1Cl	-0.0036	.	2	-4.3	-8	37	0.6	-0.1	-17
14	Cc1cc(C(=O)N2CCOCC2)n(-c2ccccc2)n1	-1	0	4	0.3	-5	22	1.0	0.6	-14
15	Cc1ccc(CNc2ccc(N3C(=O)CCCC3=O)cc2[N+](=O)[O-])cc1	0.33	-2	-5[fluorescence artefact?]	1.8	-5	-1	1.0	0.9	3
16	OC(C#CCN1CCCCC1)c1ccccc1 (configuration not stated)	1.3	6	10	-2.1	5	7	1.0	0.0	-42
17	O=C(NNC(=S)NC(=O)c1ccccc1[N+](=O)[O-])c1ccc(Cl)cc1Cl	4.9*	12	-2	0.6	3	-32	1.4	0.1	-8
18	COc1ccc(NC(=O)C2CCCN2c2ccc(OC)c(OC)c2)cc1OC (configuration not stated)	0.51	.	10	3.1	3	16	-0.9	1.2	-10
19	O=C(NCN1C(=O)C2C3C=CC(C3)C2C1=O)OC1CCCCC1 (configuration not stated)	.	-4	-2[fluorescence artefact?]	1.2	-10	15	-0.3	2.6	-13
20	CCOc1ccc(-n2c(O)c(/C=N/Nc3nnc(C)c(=O)[nH]3)c3ccccc3c2=O)cc1	-1.3	-20	-2	-1.5	-36	-28	1.0	9.2	-12
21	Cc1ccc(S(=O)(=O)N(CC(=O)N=Nc2c(O)[nH]c3ccccc23)c2cccc(C)c2)cc1	-0.046	.	-3	0.7	4	-71	-1.5	0.9	.
22	COc1ccccc1CNC(=O)CNC(=O)Cn1cnc2ccccc2c1=O	0.49	.	-1	1.2	-18	10	-0.4	2.6	-17
23	CCOc1ccccc1C(=O)OCC(=O)Nc1ccc(N2CCCCC2)cc1	-0.43	2	17	2.3	-28	22	0.5	-0.8	-22
24	O=c1[nH]c(CSc2cccc[n+]2[O-])nc2ccccc12	1.8	16	2	2.9	-10	2	-0.2	0.5	-15

Single values from the list:
EBV gp42 block result of O=C(NCN1C(=O)C2C3C=CC(C3)C2C1=O)OC1CCCCC1 (configuration not stated) = -10
L929 necroptosis result of COc1ccc(NC(=O)C2CCCN2c2ccc(OC)c(OC)c2)cc1OC (configuration not stated) = 1.2
PERK inhibitor result of O=C(Cc1ccccc1)N/N=C/c1ccccc1Cl = 0.6

Carrying on.
nr	mol	Cl transport mod	Rad51 HR inh	eIF4E 4G PPI	TNF necrop inh	EBV gp42 block	m-calpain inh	PERK inhibitor	L929 necroptosis	MDM2 E3 inh
25	Cn1nnnc1SCC(=O)c1ccco1	0.45	6	-2	1.1	-10	-27	1.1	2.2	-16
26	CCOc1cc(C(=O)Nc2ccccc2N2CCN(S(C)(=O)=O)CC2)cc(OCC)c1OCC	2.1	-5	3	-1.8	-8	-27	-0.6	-0.8	0
27	COc1cccc(NC(=O)CN2CCN(c3ccc(F)cc3)CC2)c1	-1.2	0	6[fluorescence artefact?]	-2.0	-23	10	-0.1	0.4	-10
28	CCn1c(-c2c(Cl)c(C)nn2C)n[nH]c1=S	0.13	.	1[fluorescence artefact?]	0.4	-17	20	-0.2	-0.4	-11
29	Cc1c(N(C(=O)c2cc(=O)[nH]c3ccccc23)C(C)C)c(=O)n(-c2ccccc2)n1C	0.93	0	1	-2.7	-5	-21	0.7	-0.2	-6
30	CCCC(c1nnnn1CCOC)N1CCN(c2nc3ccccc3s2)CC1 (configuration not stated)	-1.4	-7	-6	2.4	-2	42	-0.2	-0.2	-7
31	CCCCn1c(NC(=O)c2ccccc2)c(C#N)c2nc3ccccc3nc21	-2.5	.	-17[fluorescence artefact?]	-4.6	2	-367	1.2	0.0	-14
32	CCN1C(=O)CC(n2c(C)nc3ccccc32)C1=O (configuration not stated)	0.36	4	-7[fluorescence artefact?]	0.3	10	10	0.8	0.8	-27
33	CCOC(=O)c1sc(S(C)(=O)=O)c2c1CCc1conc1-2	-1.5	13	-3	-0.1	-7	-35	-0.6	0.8	-18
34	CCC1(C)Cc2ccccc2-c2nc(NCCCO)n(-c3ccccc3)c(=O)c21 (configuration not stated)	-0.93	-5	-2[fluorescence artefact?]	-0.7	-10	-457	-0.9	-1.2	-18
35	CCOC(=O)C(C)Sc1nc(=O)n2ccccc2n1 (configuration not stated)	1.1	6	2	-0.4	0	25	1.0	-0.3	-11
36	O=C(NCc1ccco1)C(=O)NCC1OCCN1S(=O)(=O)c1cc(F)ccc1F (configuration not stated)	-0.44	-29	5	0.7	-7	7	-0.5	0.1	-8
37	COc1cccc2c(=O)c(C/C=C(/C)Cl)c(C)[nH]c12	0.27	-8	1	-2.3	-2	-55	-0.6	0.7	-17
38	COCCN=C1OC(=O)N2C(=O)C3=C4[C@@H](C[C@H]5C(=O)N(c6ccccc6)C(=O)[C@H]5[C@H]4[C@@]12Cc1ccccc1)[C@H]1C(=O)N(c2ccccc2)C(=O)[C@H]1[C@H]3C	0.57	6	-1	-0.8	-3	-37	.	-0.8	-9
39	Cc1ccc(OCCOCCn2cnc3ccccc3c2=O)c([N+](=O)[O-])c1	0.11	8	13	0.1	4	3	-0.2	0.1	2
40	COc1cccc(C(=O)N2CCN(C(=O)c3ccc(-c4ccccc4)cc3)CC2)c1OC	-1.5	3	2	1.8	-14	-20	0.1	0.5	5
41	Cc1cc(Nc2ccccc2)n(CCOC(=O)COc2ccccc2)n1	.	-5	2	-1.2	-3	19	0.1	-0.1	9
42	CC(=O)CC(C)(C)S(=O)(=O)c1ccc(Oc2ccc(S(=O)(=O)C(C)(C)CC(C)=O)cc2)cc1	0.00099	-7	6	-1.9	-8	17	0.3	-0.3	1
43	CC(C)C(=O)Nc1ccc2c(c1)C(=O)N(CCC(=O)O)C2=O	0.79	3	0	-1.8	-10	i	2.1	-0.2	1
44	Cc1c(C(=O)OCCOC(C)C)[nH]c2c1C(=O)CC(C)(C)C2	1.4	1	3[fluorescence artefact?]	2.4	-19	-2	-1.1	0.0	-4
45	CC1(OC(=O)C2CCCC2)C(=O)C=C2C=C(c3ccsc3)N(Cc3ccc4c(c3)OCO4)C=C2C1=O (configuration not stated)	-1.9	-5	-2	0.5	-12	-59	.	0.0	-4
46	CC(C)CNS(=O)(=O)c1ccc(CCC(=O)NCCC2=CCCCC2)cc1	1.4	6	-3	0.1	-7	33	-0.5	1.2	-7
47	COc1cc(NC(=O)Cc2ccc(F)cc2)cc(OC)c1OC	.	3	-1	-0.7	-13	-46	0.0	7.0	30
48	O=C(CSCc1ccc(Br)cc1)Nc1ccc(S(=O)(=O)N2CCCCCC2)cc1	-0.082	3	1	1.3	4	26	-0.3	0.9	-7
49	Cc1[nH]c2ccccc2c1SCCNC(=O)c1ccc(S(=O)(=O)N2CCCC2)cc1	0.45	-4	-2	-0.3	-6	-12	-0.3	.	.

Reformatted: results already given
Value order: Cl transport mod	Rad51 HR inh	eIF4E 4G PPI	TNF necrop inh	EBV gp42 block	m-calpain inh	PERK inhibitor	L929 necroptosis	MDM2 E3 inh
39: Cc1ccc(OCCOCCn2cnc3ccccc3c2=O)c([N+](=O)[O-])c1
→ 0.11	8	13	0.1	4	3	-0.2	0.1	2
44: Cc1c(C(=O)OCCOC(C)C)[nH]c2c1C(=O)CC(C)(C)C2
→ 1.4	1	3[fluorescence artefact?]	2.4	-19	-2	-1.1	0.0	-4

Single records, from the list above:
`Cc1ccc(OCCOCCn2cnc3ccccc3c2=O)c([N+](=O)[O-])c1` in the list: Cl transport mod = 0.11; Rad51 HR inh = 8; eIF4E 4G PPI = 13; TNF necrop inh = 0.1; EBV gp42 block = 4; m-calpain inh = 3; PERK inhibitor = -0.2; L929 necroptosis = 0.1; MDM2 E3 inh = 2
`Cc1[nH]c2ccccc2c1SCCNC(=O)c1ccc(S(=O)(=O)N2CCCC2)cc1` in the list: Cl transport mod = 0.45; Rad51 HR inh = -4; eIF4E 4G PPI = -2; TNF necrop inh = -0.3; EBV gp42 block = -6; m-calpain inh = -12; PERK inhibitor = -0.3; L929 necroptosis = .; MDM2 E3 inh = .
`Cc1c(C(=O)OCCOC(C)C)[nH]c2c1C(=O)CC(C)(C)C2` in the list: Cl transport mod = 1.4; Rad51 HR inh = 1; eIF4E 4G PPI = 3[fluorescence artefact?]; TNF necrop inh = 2.4; EBV gp42 block = -19; m-calpain inh = -2; PERK inhibitor = -1.1; L929 necroptosis = 0.0; MDM2 E3 inh = -4

Assay outcomes as filed in PubChem.

No enrichment for hits; overall some 3.6% were active at least once.
